Assay outcomes as filed in PubChem.
TWEAK Fn14 block: inhibitors of TWEAK-Fn14 signaling, primary screen, luciferase reporter cells, uHTS. inhibition, % at 10 µM. 360,000 tested, 2% active. TWEAK-stimulated Fn14 reporter cells, luciferase luminescence, 8 h. AID 1159606, 2016; in the data active = inhibition above about 50%
CF NFkB inh: inhibitors of PAF-induced NF-kB signaling, primary screen, cell-based, GFP fluorescence, uHTS | KKLEB NF-kB-GFP reporter, GFP fluorescence overnight | inhibition, % at 5 µM | 360,000 tested, 0.86% active;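 active = at least 50% inhibition at 5 µM, scaled per plate between neutral and stimulator controls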;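 note: PAF is a Pseudomonas aeruginosa culture filtrate used as stimulus; plate controls were PAF-stimulated DMSO wells for no effect and unstimulated DMSO wells for full effect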
MITF TRPM1 inh: inhibitors of MITF-dependent TRPM1 promoter reporter, primary screen, cell-based, SK-MEL-5, single point, luciferase. inhibition, % at 12.5 µM. SK-MEL-5 TRPM1 promoter luciferase, 24 h. AID 488899, 2010. 330,000 tested, 0.83% active;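 active = mean inhibition across replicates of 60% or more, whatever share of single replicates reaches that level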; note: values of inactives mirror those of a sister screen read the other way
HIF-2a inh: HIF-2a reporter inhibitors, primary screen, luminescence, 786-0 RCC cells; 786-0 RCC cells HIF-2a reporter, luciferase luminescence, overnight; inhibition, % at 18.8 µM; 360,000 tested, 0.72% active;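 active = inhibition of the luminescence signal of 40% or more relative to plate controls, in a single-dose primary screen at 18.75 µM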
KKLEB cytotox: cytotoxicity in KKLEB CF airway cells, primary screen, cytotoxicity control for CF NF-kB inhibitor project, cell-based, uHTS, fluorescence assay plates; KKLEB CF airway cells viability, ATPlite luminescence, overnight; stronger effect = lower value; cells stimulated with P. aeruginosa culture filtrate; activity change (cytotoxicity), % at 5 µM; 360,000 tested, 0.36% active; AID 602141, 2011;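 active = corrected activity change at or below -50% at 5 µM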
Shn3 inh set2: reduction of Shn3 3'UTR firefly luciferase signal, primary screen, Schnurri-3 inhibitor project, cell-based, Clone20 osteoblasts, set 2. inhibition, % at 12.5 µM. 360,000 tested, 0.52% active. Clone20 osteoblast Shn3 3'UTR firefly luciferase, 24 h;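 active = mean inhibition of at least 75% with every replicate also reaching 75%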;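 note: 0% = median of neutral control wells and 100% = pilot-screen positive control compound; some compounds past the cut are filed as inactive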
NR2E3 ag-1: NR2E3 agonists in two-hybrid cells, primary screen, cell-based, luminescence, CHO-S, Gal4-NCOR/VP16-NR2E3 | Photoreceptor-specific nuclear receptor (Homo sapiens), Q9Y5X4 | luciferase | inhibition of corepressor binding, % at 3.98 µM | 360,000 tested, 0.35% active | AID 602229, 2012;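 active = inhibition above the mean of all tested compounds plus 3 SD, cut at about 70% in these data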;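 note: 0% = DMSO with NR2E3 transfected cells and 100% = cells lacking NR2E3 construct; higher means lower luciferase signal from less NR2E3 corepressor binding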
Target sequence (Q9Y5X4 whole entry, looked up, the tested form may be a part): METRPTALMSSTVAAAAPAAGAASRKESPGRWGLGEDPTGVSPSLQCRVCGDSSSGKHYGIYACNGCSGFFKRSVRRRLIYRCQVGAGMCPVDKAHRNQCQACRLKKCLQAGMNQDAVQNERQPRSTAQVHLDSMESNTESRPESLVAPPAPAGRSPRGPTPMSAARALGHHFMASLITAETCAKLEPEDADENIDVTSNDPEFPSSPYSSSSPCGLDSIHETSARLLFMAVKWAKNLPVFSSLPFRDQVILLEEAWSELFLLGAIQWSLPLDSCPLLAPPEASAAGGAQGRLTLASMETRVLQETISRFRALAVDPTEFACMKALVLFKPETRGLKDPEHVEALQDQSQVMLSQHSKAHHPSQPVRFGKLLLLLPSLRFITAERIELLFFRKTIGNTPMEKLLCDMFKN
aDG glyco up: activators of alpha-DG glycosylation, primary screen, uHTS, Pro5-aDG cells, AlphaScreen. alpha-DG glycosylation AlphaScreen (IIH6); 0% Pro5, 100% B10-LARGE cell signal. 360,000 tested, 0.22% active. activation, % at 10 µM. AID 624168, 2012;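 active = activation of at least 8% versus controls, or a plate z-score of at least 8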;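 note: Pro5 are CHO cells carrying HIG-tagged alpha-DG that lacks glycosylation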
hiPSC survival: enhancers of single-cell hiPSC survival, primary screen, ATPlite luminescence; 100% = ROCK inhibitor wells, 0% = DMSO; survival enhancement, % at 20 µM; 360,000 tested, 0.044% active; AID 602274, 2012; in the data active = survival enhancement above about 18%;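 note: cells exposed to compounds for 16 hours before the ATP read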
Peg3 promoter: Peg3 promoter-driven luciferase inhibitors, primary screen, cell-based, HeLa, luciferase luminescence | 360,000 tested, 1.7% active | AID 588405, 2011 | inhibition, % at 20 µM | HeLa PEG-Prom luciferase reporter, overnight;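 active = inhibition of at least 50% at 20 µM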
NR2E3 ag-2: inhibitors of NR2E3-RetCOR corepressor binding, primary screen, NR2E3 agonist project, biochemical, TR-FRET, GST-NR2E3, biotin-RetCOR. 1536-well. inhibition of corepressor binding, % at 4.78 µM. 320,000 tested, 0.12% active. AID 2300, 2010;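 active = percent inhibition above the cutoff of mean plus 3 SD of all tested compounds, set per screening campaign, cut at about 20% in these data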;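 note: 0% = DMSO wells and 100% = biotin wells as full block of FRET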
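Format: 1536-well format; test system: GST-NR2E3 and biotin-RetCOR proteins; read-out basis: percent inhibition of TR-FRET ratio; timing: 5 h incubation at 4 °C; detection: time-resolved FRET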
The depositor's hits bear a star; . = not tested or not shown. Not a hit list; overall some 4.4% were active at least once.

1: Cc1ccc(S(=O)(=O)N(C)c2ccc(OCC(=O)Nc3ccc(S(C)(=O)=O)cc3)cc2)cc1
2: CC(C)N(CC#CCC1(O)c2ccccc2-c2ccccc21)CCO
3: COC(=O)c1ccc2c(=O)[nH]c(CN3c4ccccc4CC3C)nc2c1 (stereo not drawn)
4: CCN1C(c2ccccc2)C(C)C(=O)C(C)C1c1ccccc1 (stereo not drawn)
5: Cc1ccc(NC(=O)COC(=O)C2CSC3(C)CCC(=O)N23)cc1S(=O)(=O)N1CCOCC1 (stereo not drawn)
6: Cc1ccc(NC(=O)CSc2nnc(-c3ccncc3)o2)cc1C
7: O=C(NCc1ccccc1)c1cc(C2COCCN2C(=O)C/C=C/c2ccccc2)on1 (stereo not drawn)
8: CCC(=O)N(C)C[C@H]1Oc2cc(-c3ccccc3F)ccc2S(=O)(=O)N([C@H](C)CO)C[C@H]1C
Screen / compound no.,1,2,3,4,5,6,7,8
TWEAK Fn14 block,21,7,-22,83*,-11,-13,15,-17
CF NFkB inh,6,2,0,1,-2,-6,22,8
MITF TRPM1 inh,.,21,14,7,10,-6,.,.
HIF-2a inh,11,-5,9,16,14,-1,9,6
KKLEB cytotox,-2,0,9,3,4,10,-14,3
Shn3 inh set2,33,3,-5,3,3,1,-11,8
NR2E3 ag-1,17,-34,-23,-7,1,3,8,2
aDG glyco up,-0.2,0.2,-0.1,0.2,-0.2,-0.2,0.2,-0.4
hiPSC survival,0.2,-2.0,-1.3,1.4,6.8,2.8,-1.4,-1.3
Peg3 promoter,7,9,6,9,-3,-29,8,17
NR2E3 ag-2,.,-1,2,-1,2,1,.,.

9: CCN(CC(=O)Nc1ccc(NC(C)=O)cc1)C(=O)CCN1C(=O)c2cccc([N+](=O)[O-])c2C1=O
10: Cc1noc(C)c1-c1nc(CSc2ccccc2)no1
11: COC(=O)C1CN(C(=O)C(C)Oc2cc(C)ccc2C(C)C)c2ccccc2O1 (stereo not drawn)
12: Cc1csc(SCC(=O)NCc2cccs2)n1
13: CC(O)(CS(=O)(=O)Cc1ccccc1)c1ccc(Cl)cc1 (stereo not drawn)
14: Cc1cc(C)c2c(n1)sc1c(=O)n(Cc3ccccc3Cl)nnc12
15: COc1ccc(-c2ccc(/C=N/NC(=O)c3cccnc3)o2)c([N+](=O)[O-])c1
16: O=C(NC(=S)Nc1cccnc1Cl)c1ccco1
Screen / compound no.,9,10,11,12,13,14,15,16
TWEAK Fn14 block,-6,-15,4,7,5,-8,-7,-8
CF NFkB inh,-7,0,4,13,3,6,-57,-8
MITF TRPM1 inh,-10,-17,2,-10,4,2,-10,-46
HIF-2a inh,-4,-122,4,-20,16,-29,6,-217
KKLEB cytotox,12,-2,17,-4,1,6,10,-9
Shn3 inh set2,-4,-12,8,8,-10,-8,-16,-66
NR2E3 ag-1,15,-44,2,-14,15,-1,-5,-93
aDG glyco up,0.8,-0.1,0.0,0.1,0.0,-0.4,-0.2,0.0
hiPSC survival,0.3,1.2,-0.4,0.1,-0.7,-1.4,-0.4,-0.4
Peg3 promoter,9,-71,10,-2,4,-27,-7,-149
NR2E3 ag-2,3,-4,-2,4,1,.,.,-4

17: Cc1cccc(S(=O)(=O)NC(=O)C2(C)CCN2C(=O)Cc2ccc(Cl)cc2Cl)c1 (stereo not drawn)
18: O=C(N/N=C/c1cccnc1)c1ccc(NC(=O)c2ccccc2Cl)cc1
19: Cc1cc(C)n(-c2ccc(C(=O)OCC(=O)NCc3ccc(Cl)cc3)cc2)n1
20: CN1CCN(C(=O)c2cc(=O)c3cc(Cl)cc(Cl)c3o2)CC1
21: O=C(OCC(=O)N1CCN(C(=O)COC(=O)c2ccncc2)CC1)c1ccncc1
22: O=S(=O)(c1ccc(NC(=S)NCc2ccc(F)cc2)cc1)N1CCOCC1
23: CC1CCN(C(=O)c2[nH]cnc2C(=O)NC2CCN(C(=O)OC(C)(C)C)CC2)CC1
24: COC(=O)CN1C(=O)c2cccc3cccc1c23
Screen / compound no.,17,18,19,20,21,22,23,24
TWEAK Fn14 block,3,48,-19,7,-4,8,0,-9
CF NFkB inh,-9,-14,-16,-12,-22,25,16,-9
MITF TRPM1 inh,.,8,-14,7,-4,1,10,14
HIF-2a inh,21,-10,1,21,6,26,1,19
KKLEB cytotox,-3,-3,-13,1,-1,9,-4,13
Shn3 inh set2,-4,-5,-3,-12,6,23,0,1
NR2E3 ag-1,4,-8,-9,-5,7,2,13,15
aDG glyco up,0.0,-0.1,-0.4,0.0,-0.1,0.1,0.2,0.0
hiPSC survival,3.5,-0.3,-1.9,-0.7,-1.8,-0.4,-0.2,-0.6
Peg3 promoter,10,7,2,2,16,17,7,1
NR2E3 ag-2,.,-2,-1,-1,-2,1,3,4

4 of the entries above in order of the TWEAK Fn14 block value, descending.
nr	Structure	TWEAK Fn14 block
18	O=C(N/N=C/c1cccnc1)c1ccc(NC(=O)c2ccccc2Cl)cc1	48
22	O=S(=O)(c1ccc(NC(=S)NCc2ccc(F)cc2)cc1)N1CCOCC1	8
17	Cc1cccc(S(=O)(=O)NC(=O)C2(C)CCN2C(=O)Cc2ccc(Cl)cc2Cl)c1 (stereo not drawn)	3
24	COC(=O)CN1C(=O)c2cccc3cccc1c23	-9

Screen by screen, quoted from above.
CF NFkB inh for entries 17–24: -9, -14, -16, -12, -22, 25, 16, -9
Shn3 inh set2 for entries 17–24: -4, -5, -3, -12, 6, 23, 0, 1

More records
25: Cc1n(CC(O)COCc2ccccc2)c2ccccc2[n+]1C (stereo not drawn)
26: NC(=O)CN1CCN(C(=O)NC2CCCCC2)CC1
27: Cc1ccc(NC(=S)NC(=O)c2ccc(-c3ccc(Cl)cc3)o2)c(O)c1
28: O=C(C1CCCC1)N1CCN(S(=O)(=O)c2ccc(Cl)cc2)CC1
29: C#CCNC(=O)C[C@@H]1C[C@@]2(C(=O)OCC)CCCC=C2N(Cc2ccco2)C1=O
30: CC(=O)O[C@@H]1C[C@H]2C(C)=C[C@H]3OC(=O)[C@@H](C)[C@H]3C[C@H]2[C@]1(C)O
31: Cc1nc2c(c(=O)n1CCC1=CCCCC1)c1nc3ccccc3nc1n2/N=C/c1ccccc1
32: Cc1onc(-c2c(F)cccc2Cl)c1C(=O)NC1CC1
Screen / compound no.,25,26,27,28,29,30,31,32
TWEAK Fn14 block,8,7,-20,3,-5,9,6,-8
CF NFkB inh,-3,18,15,-4,.,-14,-33,15
MITF TRPM1 inh,-7,-4,16,-2,.,0,-2,4
HIF-2a inh,-4,10,-33,5,-2,-16,-51,6
KKLEB cytotox,11,5,-4,0,.,-12,7,-14
Shn3 inh set2,-21,-7,-3,2,.,-12,-21,0
NR2E3 ag-1,-10,-11,-30,-24,-3,11,-18,-8
aDG glyco up,0.0,0.3,-0.4,0.0,0.0,-0.2,-0.2,-0.1
hiPSC survival,0.6,0.7,1.6,-0.6,0.7,-1.3,1.0,0.7
Peg3 promoter,12,1,-3,14,.,-3,-7,14
NR2E3 ag-2,9,3,3,3,.,2,-1,6

33: CCOC(=O)Cc1csc(SCC(=O)N2CCN(c3ccc(OC)cc3)CC2)n1
34: COc1ccc(Cl)cc1C(Nc1cccnc1)c1ccc2cccnc2c1O (stereo not drawn)
35: C/C(=N\NC(=O)Cn1nc(C)c([N+](=O)[O-])c1C)c1ccco1
36: C[C@@H]1CN([C@H](C)CO)C(=O)c2cc(NS(=O)(=O)c3cn(C)cn3)ccc2O[C@@H]1CN(C)S(C)(=O)=O
37: COc1ccc(C(=O)NC(=S)NNC(=O)CNC(=O)C2CCCCC2)cc1
38: CN(C)c1ccc(NC(=O)COC(=O)c2cc(Cl)ccc2[N+](=O)[O-])cc1
39: CCOC(=O)c1c(NC(=O)C2C3CCC(O3)C2C(=O)O)sc(C)c1-c1ccc(F)cc1 (stereo not drawn)
40: CN(C)/C=C/C(=O)c1ccn(S(=O)(=O)c2ccccc2)c1
Screen / compound no.,33,34,35,36,37,38,39,40
TWEAK Fn14 block,-1,15,-7,-7,-6,-26,-16,17
CF NFkB inh,1,11,2,21,6,2,4,8
MITF TRPM1 inh,5,29,0,3,4,5,3,-2
HIF-2a inh,7,32,14,11,-20,-21,21,-1
KKLEB cytotox,-2,-44,11,-21,-5,-1,0,7
Shn3 inh set2,9,78,-11,-21,-19,4,-2,-1
NR2E3 ag-1,3,-29,-20,-13,-29,37,-8,-39
aDG glyco up,-0.1,0.3,-0.1,0.4,-0.2,-0.1,0.2,0.1
hiPSC survival,0.9,-0.4,0.4,1.6,-0.4,-0.4,2.0,1.1
Peg3 promoter,21,35,15,-6,0,-5,1,19
NR2E3 ag-2,-2,1,1,.,-2,2,13,0

41: COc1ccc(OC)c(Nc2nc(N)nc(CCl)n2)c1
42: CCOC(=O)/C(C#N)=C/c1c(N2CCN(C)CC2)nc2ccccn2c1=O
43: Cn1cnnc1SC(C(=O)c1ccccc1)c1ccccc1 (stereo not drawn)
44: S=C1Nc2ccccc2Sc2ccc(Cl)cc21
45: Cc1ccc(C(=O)c2ccccc2C(=O)OCC(=O)NCC2CCCO2)cc1 (stereo not drawn)
46: CCCc1ccc(C2C3=C(CC(C)(C)CC3=O)NC3=C2C(=O)c2ccccc23)cc1 (stereo not drawn)
47: COC(=O)c1ccc2c(=O)n(Cc3ccc4c(c3)OCO4)c(=S)[nH]c2c1
Screen / compound no.,41,42,43,44,45,46,47
TWEAK Fn14 block,7,5,-8,-13,-6,55*,20
CF NFkB inh,12,-6,10,23,-6,-1,15
MITF TRPM1 inh,3,-11,-3,-8,8,5,3
HIF-2a inh,18,2,-11,34,13,-16,14
KKLEB cytotox,-2,1,-6,-21,2,-10,-2
Shn3 inh set2,8,-22,-7,12,21,50,59
NR2E3 ag-1,2,16,-21,-11,-10,27,-5
aDG glyco up,-0.1,0.2,0.4,0.7,0.6,0.2,0.3
hiPSC survival,1.1,-0.8,-2.7,-1.2,1.4,-1.1,-0.7
Peg3 promoter,18,7,-5,7,3,56*,21
NR2E3 ag-2,-7,0,1,0,-1,2,1

2 entries from above, with tabs.
no.	structure	TWEAK Fn14 block	CF NFkB inh	MITF TRPM1 inh	HIF-2a inh	KKLEB cytotox	Shn3 inh set2	NR2E3 ag-1	aDG glyco up	hiPSC survival	Peg3 promoter	NR2E3 ag-2
46	CCCc1ccc(C2C3=C(CC(C)(C)CC3=O)NC3=C2C(=O)c2ccccc23)cc1 (stereo not drawn)	55*	-1	5	-16	-10	50	27	0.2	-1.1	56*	2
47	COC(=O)c1ccc2c(=O)n(Cc3ccc4c(c3)OCO4)c(=S)[nH]c2c1	20	15	3	14	-2	59	-5	0.3	-0.7	21	1
